# From PubChem
# GLP-1R inv ag – GLP-1 receptor (human) inverse agonism | P43220 | HEK293 GLP-1R CRE-luciferase, luminescence, 24 h; GLP-1R form is constitutively active | Potency, µM (doses to about 38.3 µM), for the others: at the top dose activity change, negative = inhibition, usual class: inhibitors | 1.6% of 410,000 active | AID 624417; also: % is scaled to controls: 0 for no effect and ±100 for the full control effect; nearly all actives have a fitted effect of over 55% in size
# Target sequence (P43220 whole entry, looked up): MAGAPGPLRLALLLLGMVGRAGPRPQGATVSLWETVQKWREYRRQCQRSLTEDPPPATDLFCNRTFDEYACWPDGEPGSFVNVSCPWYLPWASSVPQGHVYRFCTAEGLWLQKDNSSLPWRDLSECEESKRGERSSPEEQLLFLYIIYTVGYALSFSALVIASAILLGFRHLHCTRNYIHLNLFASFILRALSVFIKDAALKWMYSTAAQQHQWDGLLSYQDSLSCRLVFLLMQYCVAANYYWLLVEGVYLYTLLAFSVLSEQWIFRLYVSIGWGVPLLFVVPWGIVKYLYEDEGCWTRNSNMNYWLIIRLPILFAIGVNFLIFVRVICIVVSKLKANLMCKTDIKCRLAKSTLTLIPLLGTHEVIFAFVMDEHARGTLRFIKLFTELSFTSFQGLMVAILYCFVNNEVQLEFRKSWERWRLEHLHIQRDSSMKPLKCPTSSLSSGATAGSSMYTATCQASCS
#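 Seeding at 200 cells/uL, 12 h culture, 24 hr compound treatment, then luciferase reagent and a luminescence read; cells are HEK293 stably expressing a constitutively active GLP-1R plus cAMP-responsive luciferase.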
# PTHR1 ag – agonists of human PTHR1 parathyroid hormone receptor | Potency, µM (series often up to 115 µM), for inactives: at the highest dose activation, most hits filed as activators | Q03431 | HEK293 GP2 PTHR1 cells, GloSensor cAMP luminescence, 1 h | 0.075% of 410,000 active; also: nearly all actives have a fitted effect of over 55% in size; some results filed as inactive show a strong effect at the top dose; inactives centre near -15; many of its hits are not listed in these tables
#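 HEK-293-derived GP2 cells expressing PTHR1 and a GloSensor cAMP reporter, 3,000/well, plated overnight, given luciferin plus IBMX (each 0.5 mM as added) for 1 h at 37 °C, then compound for 1 h at 37 °C. Luminescence was read after 15 min at room temperature.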
# GLP1R cytotox – cytotoxicity in counter-screen for GLP-1R inverse agonists | Potency, µM (highest dose often 38.3 µM), for the others: top-dose activity change, negative = inhibition, most hits filed as inhibitors | AID 624418 | HEK293 cAMP-luciferase reporter cells, luminescence, 24 h | 0.13% of 410,000 active;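 also: loss of luciferase light is scored as toxicity; % is scaled to controls: 0 for no effect and ±100 for the full control effect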
#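 Luminescence readout: signal drop marks cytotoxicity. Plated cells grew 12 h at 37 °C, 5% CO2, received 23 nL compound for 24 h, then got luciferase reagent, read after 12 min at RT.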
# * = called active by the depositor; i = inactive; ? = inconclusive; [ ] = remark or other dose. Calls follow the shape of the dose curve; as a rule, active = well fitted curve in the direction sought with a large enough effect; inconclusive = small, poorly fitted or top-dose-only effect, or another doubt; inactive = no such curve, though single readings can be large; an effect the other way counts as inactive or inconclusive. Potency is read from the fitted curve at half-maximal effect. An excerpt, so the mix of outcomes need not match the whole.
(1) COc1ccc(-c2cc(C(=O)NCCc3ccc(Cl)cc3)[nH]n2)cc1
(2) COc1ccc(C(c2c(O)cc(C)n(Cc3ccco3)c2=O)N2CCCCC2)cc1OC (centres undefined)
(3) O=C(COCc1cc(-c2cccs2)on1)N1CCN(c2ccc(F)cc2)CC1
(4) Cc1c(C(N)=O)nnn1-c1ccc(Br)cc1
(5) COC(=O)c1c(NC(=O)c2ccc(S(=O)(=O)N3CCC(C)CC3)cc2)sc2c1CCN(C)C2
(6) COc1ccccc1N1CCN(C(=O)Cn2cnc3sc(C)c(S(=O)(=O)N4CCC(C)CC4)c3c2=O)CC1

screen / no. | 1 | 2 | 3 | 4 | 5 | 6
GLP-1R inv ag | 4% | 10% | -17% | 10% | ? | 7%
PTHR1 ag | i | -17% | -17% | -4% | i | i
GLP1R cytotox | -1% | -1% | -5% | 5% | -2% | -6%

(7) CCCCC12CN3CC(C)(CN(C1)C3c1c(C)[nH]c(=O)[nH]c1=O)C2=O (centres undefined)
(8) Cc1nc2sc(C(=O)NCc3ccc(Cl)cc3)c(NC(=O)c3ccccc3)c2c(C)c1C
(9) COc1cccc(N2CCN(C(=O)c3cccn3-c3nnc(N4CCCC4)s3)CC2)c1
(10) CCOc1ccc(S(=O)(=O)NCCc2sc(-c3ccc(C)cc3)nc2C)cc1
(11) CC(C)CCNC(=O)CCCN1C(=O)c2ccccc2Sc2ncccc21
(12) CCCOc1ccc(-c2nonc2NC(=O)c2cc(OC)c(OC)c(OC)c2)cc1OCCC

screen / no. | 7 | 8 | 9 | 10 | 11 | 12
GLP-1R inv ag | 5% | -4% | 14% | -23% | -1% | ?
PTHR1 ag | -33%[inhibitor] | i | -8% | -27% | -16% | -43%[inhibitor]
GLP1R cytotox | -7% | -14% | 1% | 2% | 2% | -12%

(13) COc1ccc(C2C(=O)N(C3CCCCCC3)CC(=O)N2CCC2=CCCCC2)cc1 (centres undefined)
(14) COc1ccc(N2CCN(S(=O)(=O)c3c(C)nc4sc(C)cn4c3=O)CC2)cc1
(15) COc1ccc(CNc2ncnc3c2c(-c2ccccc2)cn3-c2ccc(C)c(Cl)c2)cc1
(16) COc1cccc(-n2c(-c3ccc(C)cc3)cc3c2CC(C)(C)CC3=O)c1
(17) Cc1nn(CC(=O)N2CCC(C)CC2)c(=O)c2cc3occc3n12
(18) CSc1nc2sc3c(c2c(=O)n1-c1ccc(F)c(Cl)c1)CCN(C(C)=O)C3

screen / no. | 13 | 14 | 15 | 16 | 17 | 18
GLP-1R inv ag | -1% | 1% | 3% | ? | 6% | 10%
PTHR1 ag | i | 3% | i | -15% | -26% | i
GLP1R cytotox | 2% | -7% | -4% | 2% | 3% | 2%

(19) CNS(=O)(=O)c1cn(CC(=O)N2CCN(c3ccc(C)cc3C)CC2)cc1S(=O)(=O)NC
(20) Cc1ccc(NC(=O)C(=O)NCC(c2ccc3c(c2)OCO3)N2CCOCC2)cc1C (centres undefined)
(21) COc1ccc(NC(=O)N(Cc2ccco2)C2CCN(C(C)=O)CC2)c(OC)c1
(22) Cc1cc(NS(=O)(=O)c2ccc3oc(=O)c4ncn(C)c4c3c2)ccc1Br
(23) CCOCCc1nn2c(=O)cc(COC(=O)COc3ccccc3Cl)nc2s1
(24) COc1cc(NC(=O)c2cc(-c3cccc(OC)c3)n[nH]2)cc(OC)c1

screen / no. | 19 | 20 | 21 | 22 | 23 | 24
GLP-1R inv ag | -8% | 7% | -14% | -8% | 0% | ?
PTHR1 ag | -6% | 1% | -10% | -37%[inhibitor] | -6% | -15%
GLP1R cytotox | -8% | -1% | -1% | 10% | 3% | ?

# 3 of these compounds, set out differently:
20	Cc1ccc(NC(=O)C(=O)NCC(c2ccc3c(c2)OCO3)N2CCOCC2)cc1C (centres undefined)
  GLP-1R inv ag = 7%	PTHR1 ag = 1%	GLP1R cytotox = -1%

24	COc1cc(NC(=O)c2cc(-c3cccc(OC)c3)n[nH]2)cc(OC)c1
  GLP-1R inv ag = ?	PTHR1 ag = -15%	GLP1R cytotox = ?

22	Cc1cc(NS(=O)(=O)c2ccc3oc(=O)c4ncn(C)c4c3c2)ccc1Br
  GLP-1R inv ag = -8%	PTHR1 ag = -37%[inhibitor]	GLP1R cytotox = 10%

# (cont.)
(25) CC(C)CCNC(=O)c1cccc(Nc2nc3ccccc3n3nnnc23)c1
(26) CCOc1ccc(CCNC(=O)c2cn(C)c3ccc(S(=O)(=O)N4CCCCC4)cc3c2=O)cc1OCC
(27) CCOC(=O)C1CCN(c2ncnc3c2c(-c2ccccc2)cn3-c2ccc(C)c(Cl)c2)CC1
(28) Cc1cccc(N2CCN(C(=O)c3cnn(-c4ccccc4Cl)c3C3CCN(C(=O)OC(C)(C)C)CC3)CC2C)c1 (centres undefined)
(29) COc1ccc(C2C=C(c3ccc(Cl)cc3)Nc3nc(NC(=O)CCC(=O)O)nn32)cc1 (centres undefined)
(30) COc1ccc(N2CCN(CCCNC(=O)C3COc4ccc(OC)cc4C3)CC2)cc1 (centres undefined)

screen / no. | 25 | 26 | 27 | 28 | 29 | 30
GLP-1R inv ag | 7% | 2% | 3% | 2% | -8% | ?
PTHR1 ag | -23% | i | i | i | i | i
GLP1R cytotox | -3% | -1% | 1% | -3% | 160%[activator] | 0%

(31) Cc1ccc(NC(=O)CSCc2cc(=O)c3ccccc3[nH]2)c(C)c1
(32) O=C(CCC(=O)N1CCOc2ccccc21)NCc1cccs1
(33) CC(C)Oc1ccc(CNC(=O)c2ccc3nc(SCc4ccc(F)cc4)n(C)c3c2)cc1
(34) Nc1ncc(S(=O)(=O)Nc2ccc(F)cc2F)cn1
(35) CCOc1ccc(CCNc2ncnc3onc(C)c23)cc1OCC
(36) Cc1cc(=O)n(CC(=O)N2CCN(c3ccccc3F)CC2)c2c1c(C)nn2C

screen / no. | 31 | 32 | 33 | 34 | 35 | 36
GLP-1R inv ag | 10% | 10% | 5% | 5% | -21% | -20%
PTHR1 ag | -25% | -2% | -8% | -9% | -41%[inhibitor] | -31%[inhibitor]
GLP1R cytotox | -6% | -3% | 3% | -5% | -5% | -6%

(37) CCOc1ccc(S(=O)(=O)N2CCC(n3c(C)nc4cccnc43)CC2)cc1
(38) O=C(Nc1ccc(F)cc1)c1cccc(N2CCCS2(=O)=O)c1
(39) Cc1cc(C)c2c(-n3cccc3)c(C(=O)NCc3cccc(F)c3)sc2n1
(40) COc1cc(OC)c(NC(=O)C2CCN(S(=O)(=O)c3c(C)noc3/C=C/c3c(C)cc(C)cc3C)CC2)cc1Cl
(41) CCC(Oc1ccccc1)C(=O)Nc1ccc(OCc2cc(=O)n3ccccc3n2)cc1 (centres undefined)
(42) CCOC(=O)c1cnc2c(C)cc(Cl)cc2c1NCCc1ccc(OC)c(OC)c1

screen / no. | 37 | 38 | 39 | 40 | 41 | 42
GLP-1R inv ag | -20% | 16% | -15% | 6% | 0% | 11%
PTHR1 ag | -8% | -62%[inhibitor] | i | i | -37% | -4%
GLP1R cytotox | 0% | 0% | 1% | 9% | 15% | -3%

(43) Cc1nn(CC(=O)NCc2cccc(Br)c2)c(=O)c2c1sc1ccccc12
(44) O=C(NCCc1nc2ccccc2n1Cc1ccc(Cl)cc1)c1ccccc1
(45) Cc1oc(C)c2c(=O)cc(-c3ccc4c(c3)OCO4)cc(OC(=O)c3ccc(Cl)cc3)c12
(46) O=C(c1cn(CCOc2ccccc2F)c2ccccc12)C1CCCCC1
(47) CCC(=O)Nc1cc(C)c(O)c(-c2nc3ncccc3o2)c1
(48) C#CCOc1ccc(-c2nnc(Nc3cccc(C)c3)c3ccccc23)cc1

screen / no. | 43 | 44 | 45 | 46 | 47 | 48
GLP-1R inv ag | 0% | ? | 9% | -17% | 6% | ?
PTHR1 ag | ? | -95%[inhibitor] | 13% | -9% | -3% | -22%
GLP1R cytotox | 1% | -2% | -2% | -4% | 0% | 14%

(49) Cc1ccc2c(c1)c(=O)c(C(=O)c1ccc3c(c1)OCO3)cn2Cc1ccc(Cl)cc1
(50) COc1cccc(CNC(=O)c2ccc(NC(=O)N3CC(C)Sc4ccccc43)cc2)c1 (centres undefined)
(51) COc1cc(C(=O)NCC(c2cccnc2)N2CCc3ccccc3C2)cc(OC)c1OC (centres undefined)
(52) Cc1cc(C)c(NC(=O)C(=O)NCC(c2cccnc2)N2CCN(Cc3ccccc3)CC2)c(C)c1 (centres undefined)

screen / no. | 49 | 50 | 51 | 52
GLP-1R inv ag | ? | ? | 3% | 3%
PTHR1 ag | 12% | i | i | -14%
GLP1R cytotox | -15% | -11% | -10% | 3%

# A few values from the entries so far.
# In GLP1R cytotox, entry 50 has the entry -11%
# In GLP1R cytotox, entry 51 has the entry -10%
# In GLP1R cytotox, entry 52 has the entry 3%
# In PTHR1 ag, entry 49 has the entry 12%

# Quoted at random: 2 records from the list
(51) COc1cc(C(=O)NCC(c2cccnc2)N2CCc3ccccc3C2)cc(OC)c1OC (centres undefined)
(49) Cc1ccc2c(c1)c(=O)c(C(=O)c1ccc3c(c1)OCO3)cn2Cc1ccc(Cl)cc1

screen / no. | 51 | 49
GLP-1R inv ag | 3% | ?
PTHR1 ag | i | 12%
GLP1R cytotox | -10% | -15%

# An excerpt from above in order of molecular weight, largest number first.
(52) Cc1cc(C)c(NC(=O)C(=O)NCC(c2cccnc2)N2CCN(Cc3ccccc3)CC2)c(C)c1 (centres undefined)
(51) COc1cc(C(=O)NCC(c2cccnc2)N2CCc3ccccc3C2)cc(OC)c1OC (centres undefined)
(49) Cc1ccc2c(c1)c(=O)c(C(=O)c1ccc3c(c1)OCO3)cn2Cc1ccc(Cl)cc1

screen / no. | 52 | 51 | 49
GLP-1R inv ag | 3% | 3% | ?
PTHR1 ag | -14% | i | 12%
GLP1R cytotox | 3% | -10% | -15%
